PP1 counter: PP1-alpha phosphatase inhibitors, primary screen, counter-screen for PP5 inhibitor project, biochemical, fluorescence, OMFP substrate, single point. Serine/threonine-protein phosphatase PP1-alpha catalytic subunit (Homo sapiens), P62136. purified PP1alpha. inhibition, % at 6.7 µM. 320,000 tested, 0.9% active. AID 2235, 2010;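 active = inhibition above the mean inhibition of all tested compounds plus 3 SD, computed separately for each screening campaign, cut at about 15% in these data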
Target sequence (P62136 whole entry, looked up): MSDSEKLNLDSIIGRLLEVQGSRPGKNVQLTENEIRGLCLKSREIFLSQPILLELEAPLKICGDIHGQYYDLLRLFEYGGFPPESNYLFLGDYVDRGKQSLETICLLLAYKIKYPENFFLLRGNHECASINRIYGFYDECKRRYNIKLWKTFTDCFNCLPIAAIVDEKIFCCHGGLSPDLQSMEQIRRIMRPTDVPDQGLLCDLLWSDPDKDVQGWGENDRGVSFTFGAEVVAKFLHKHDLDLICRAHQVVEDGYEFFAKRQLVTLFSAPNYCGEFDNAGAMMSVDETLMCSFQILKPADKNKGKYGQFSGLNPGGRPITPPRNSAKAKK
CR mimetic SO: reduction of superoxide in aged yeast, primary screen, HTS | S. cerevisiae aged cells, superoxide DHE fluorescence; active compounds read low | superoxide response (% of plate mean), % at 10 µM | 330,000 tested, 0.18% active | AID 2690, 2010;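 active = superoxide response under a set limit, about three screen SD below normal, cut at about 65% in these data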;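 also: yeast aged for seven days with compound at 30 °C before DHE staining; 100% = average MFI of all compound-treated wells on the plate with controls excluded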
TPT1 inh: Candida albicans TPT1 enzyme inhibitors, primary screen, biochemical, fluorescence polarization | tRNA 2'-phosphotransferase TPT1 (Candida albicans SC5314) | recombinant caTPT1, FP RNA substrate dephosphorylation | 300,000 tested, 0.81% active | AID 1962, 2009 | inhibition, % at 5 µM;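 active = inhibition above the mean of all tested compounds plus 3 SD, set per screening campaign, cut at about 24% in these data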;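 also: plate controls were DMSO alone for no effect and ferristatin control at 100 nM for full effect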
JMJD2C inh: inhibitors of GASC-1 histone demethylase, primary screen, biochemical, fluorescence, DELFIA europium; 330,000 tested, 0.069% active; GST-JMJD2C(1-420) H3K9me3 demethylation; inhibition, % at 2.35 µM; AID 2099, 2009;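 active = more than half of a compound's replicate wells show inhibition beyond 50%, single wells judged on their own value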;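 also: signal counts dimethyl H3K9 product captured on neutravidin plate; 0% = median of DMSO wells and 100% = 0.3 times that DMSO median; strong numbers were not always called active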
Target sequence (Q9H3R0 1-420 limits assumed): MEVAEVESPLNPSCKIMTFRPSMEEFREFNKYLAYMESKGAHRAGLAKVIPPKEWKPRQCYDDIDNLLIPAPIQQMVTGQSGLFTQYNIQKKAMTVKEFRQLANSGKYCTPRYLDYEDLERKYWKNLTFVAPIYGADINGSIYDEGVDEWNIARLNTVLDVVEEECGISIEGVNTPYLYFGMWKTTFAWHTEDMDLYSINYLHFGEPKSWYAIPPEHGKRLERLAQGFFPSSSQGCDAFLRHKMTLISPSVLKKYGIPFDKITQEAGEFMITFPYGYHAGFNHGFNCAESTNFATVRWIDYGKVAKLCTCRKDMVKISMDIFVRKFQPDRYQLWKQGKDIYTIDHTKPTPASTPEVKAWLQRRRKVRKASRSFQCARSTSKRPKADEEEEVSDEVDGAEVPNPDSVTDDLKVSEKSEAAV
ZTA DNA inh: counter-screen for EBNA-1 inhibitors: inhibitors of Epstein-Barr virus ZTA | P03206 | ZTA-DNA binding, fluorescence polarization | inhibition, % at 11 µM | 320,000 tested, 0.15% active; in the data active = inhibition above about 33%
Target sequence (P03206 whole entry, looked up): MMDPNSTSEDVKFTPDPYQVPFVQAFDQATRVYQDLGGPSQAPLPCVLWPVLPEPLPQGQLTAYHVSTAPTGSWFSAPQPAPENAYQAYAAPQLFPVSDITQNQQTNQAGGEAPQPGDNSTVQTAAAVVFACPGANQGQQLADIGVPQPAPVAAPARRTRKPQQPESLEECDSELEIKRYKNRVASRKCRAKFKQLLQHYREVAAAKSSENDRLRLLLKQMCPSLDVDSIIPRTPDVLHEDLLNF
HCV core dimer: inhibitors of HCV core protein dimerization, primary screen, biochemical, TR-FRET, high-throughput; TR-FRET GST/Flag-core106 dimerization, 1536-well; 300,000 tested, 0.33% active; inhibition, % at 5 µM; AID 1899, 2009;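 active = inhibition above the mean of all tested compounds plus 3 SD, set per screening campaign, cut at about 45% in these data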
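System: GST/Flag-tagged HCV core106 proteins. Incubation: compound-protein-antibody incubation 4 h at 22.5 °C. Technique: HTRF with 340 nm excitation, 617/671 nm emission. Medium: KF-containing HEPES buffer, pH 7.45, DTT, CHAPS, BSA. Read-out: inhibition (%) from 671 over 617 nm ratio. Also added: Eu(K)-anti-GST 90 ng/mL plus XL665-anti-Flag 1 µg/mL.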
EBNA-1 inhibitor: EBNA-1 DNA-binding inhibitors, primary screen, biochemical, fluorescence polarization. inhibition, % at 14.8 µM. 300,000 tested, 0.34% active. AID 1950, 2009; in the data active = inhibition above about 28%
PP5 primary: PP5 phosphatase inhibitors, primary screen, biochemical, fluorescence. inhibition, % at 6.7 µM. purified PP5c, OMFP substrate fluorescence. AID 1987, 2009. 320,000 tested, 0.18% active;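 active = inhibition above the campaign's mean inhibition across all tested compounds plus 3 SD, cut at about 9.5% in these data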;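 also: 0% = DMSO only and 100% = 100 µM cantharidin control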
Fh CTSL1 inh: Fasciola hepatica cathepsin L1 inhibitors, primary screen, counter-screen for PFM18AAP inhibitor project, biochemical, QFRET, fluorogenic peptide substrate; recombinant F. hepatica cathepsin L1, Z-Leu-Arg-MCA fluorescence; AID 1906, 2009; 300,000 tested, 0.49% active; inhibition, % at 5.96 µM;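 active = inhibition above the mean of all tested compounds plus 3 SD, set per screening campaign, cut at about 17% in these data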;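 also: 0% = plate median of test compound wells and 100% = 1 µM Z-Phe-Ala-diazomethylketone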
Numbers without * were called inactive; . = no result given; & = joins results of further samples. Random draw from the library; about 3.1% have a hit in one of these screens.

SMILES	PP1 counter	CR mimetic SO	TPT1 inh	JMJD2C inh	ZTA DNA inh	HCV core dimer	EBNA-1 inhibitor	PP5 primary	Fh CTSL1 inh
Cc1nnc2ccc(-c3cccc(NC(=O)c4ccco4)c3)nn12	-7	99	1	-1	-3	9	6	-0.1	-5
CCC/C=C1/CCCOC(C(=O)NCCNCCO)(C(F)(F)F)C1 (stereo not drawn)	-1	99	1	1	-7	3	-10	3.9	0
COc1ccc(C2OC(=O)CC2C(=O)NCc2ccccc2Cl)cc1OC (stereo not drawn)	-5	85	2	1	-1	-4	-2	-0.1	6
CCOc1ccc(S(=O)(=O)N2CCCCC2)cc1NC(=O)Cc1cccc(C(F)(F)F)c1	4	70	.	-3	-10	.	.	9.2	.
FC(F)(F)c1ccccc1NC(=S)NN=C1CCCCCC1	1	100	-6	48	-8	1	-2	0.6	1
CCOC(=O)c1sc(-c2ccccc2)cc1N	5	101	4	11	-1	11	0	4.1	-2
CCCCC(=O)NC(NC(=O)CCCC)c1ccc(OCCC)c(OC)c1	2	114	-2	-11	-16	1	-11	1.8	-3
Cc1ccccc1-c1cc(C(=O)NCc2cccc(C(F)(F)F)c2)nn1CC1CC(c2cccc([N+](=O)[O-])c2)=NO1 (stereo not drawn)	12	103	-5	-2	-12	8	9	1.8	-2
COC(=O)c1c(-c2ccc(OC)cc2)sc2ccccc12	8	111	.	-6	8	.	.	-1.0	.
CC(C)n1ncc2c(C(=O)Nc3ccc(S(C)(=O)=O)cc3)cc(C3CC3)nc21	0	88	.	0	11	.	.	3.2	.
COc1ccc(-c2noc(CN(C)S(=O)(=O)c3ccc(C)cc3)n2)cc1	5	87	0	-2	-18	-2	0	4.6	1
O=C(NCc1cccnc1)NC1(c2ccccc2)CC1	-1	103	-4	-3	-2	-7	-1	1.5	-2
C=CCN(c1ccc(C(=O)NCCSc2ccccc2)cc1)S(C)(=O)=O	1	97	-2	-9	-3	6	8	0.6	-3
COc1cc(NS(=O)(=O)c2ccc3c(c2)oc(=O)n3C)cc(OC)c1OC	-2	95	1	-2	-1	-6	-4	-0.2	2
S=C(c1cn(Cc2ccc(Br)cc2)c2ccccc12)N1CCOCC1	0	86	-1	0	4	10	8	1.5	2
COc1ccc(NC(=O)Cn2nc3n(c2=S)CCC3)cc1	4	99	-8	6	-9	-5	-5	1.4	-1
CCc1cccc(NC(=O)c2cccc(S(=O)(=O)N3CCN(C)CC3)c2)c1	-2	92	-3	-18	6	-4	-13	0.9	0
COc1ccc(NC(=O)NCCCN2CCN(c3ccccc3F)CC2)cc1	-7	100	6	1	0	0	10	-2.3	-4
O=C(c1nc(SCc2ccc([N+](=O)[O-])cc2)n2ccccc12)C(F)(F)F	-1	80	-2	23	-2	-2	7	1.2	4
Cc1ccc(NC(=O)c2nsc(Cl)c2Cl)cc1	-1	115	-3	-3	-24	5	-11	0.1	1
Oc1ccc2cc(Br)ccc2c1CN1CCCC1	-1	98	0	0	-12	6	0	3.0	-4
COc1ccc(/C=N/N(C(C)=O)c2nc(-c3ccc(C)cc3)cs2)cc1	3	87	0	7	-7	-1	-3	-1.0	2
CN(C)S(=O)(=O)c1ccc(C(=O)N2CCC(c3nc4ccccc4o3)CC2)cc1	3	104	-4	-1&2	-2	5	8	1.6	-4
Cn1c(SCC(=O)NCC2CCCO2)nnc1-c1cccc(NC(=O)c2ccccc2F)c1 (stereo not drawn)	-2	102	31*	10	-3	-4	4	-1.6	1
Cc1ccccc1C(=O)N1CCC(C(=O)Nc2cc(C(F)(F)F)ccc2N2CCCC2)CC1	15	108	2	0	-3	-20	9	2.4	2

An excerpt from above in order of their number in PP5 primary, largest number first.
compound | TPT1 inh | JMJD2C inh | HCV core dimer | EBNA-1 inhibitor | PP5 primary
CCOc1ccc(S(=O)(=O)N2CCCCC2)cc1NC(=O)Cc1cccc(C(F)(F)F)c1 | . | -3 | . | . | 9.2
Cc1ccccc1-c1cc(C(=O)NCc2cccc(C(F)(F)F)c2)nn1CC1CC(c2cccc([N+](=O)[O-])c2)=NO1 (stereo not drawn) | -5 | -2 | 8 | 9 | 1.8
COc1ccc(NC(=O)Cn2nc3n(c2=S)CCC3)cc1 | -8 | 6 | -5 | -5 | 1.4
CCc1cccc(NC(=O)c2cccc(S(=O)(=O)N3CCN(C)CC3)c2)c1 | -3 | -18 | -4 | -13 | 0.9
Cc1ccc(NC(=O)c2nsc(Cl)c2Cl)cc1 | -3 | -3 | 5 | -11 | 0.1
COc1ccc(C2OC(=O)CC2C(=O)NCc2ccccc2Cl)cc1OC (stereo not drawn) | 2 | 1 | -4 | -2 | -0.1
COc1cc(NS(=O)(=O)c2ccc3c(c2)oc(=O)n3C)cc(OC)c1OC | 1 | -2 | -6 | -4 | -0.2

The results go on.
SMILES	PP1 counter	CR mimetic SO	TPT1 inh	JMJD2C inh	ZTA DNA inh	HCV core dimer	EBNA-1 inhibitor	PP5 primary	Fh CTSL1 inh
Cc1cccc(NC(=O)COC(=O)c2ccccn2)c1	-3	94	1	1	3	10	-5	-2.0	0
COc1ccc(NC(=O)CN(C)CC(=O)Nc2ccc(N3CCOCC3)cc2)c([N+](=O)[O-])c1	-2	98	0	2	3	5	-1	-3.7	-4
COc1cccc(/C=C/C(=O)OCC(=O)c2c[nH]c3ccccc23)c1	0	102	.	.	-21	.	.	4.5	.
Cc1ccccc1-n1cnc2c(sc3nc(N4CCOCC4)c4c(c32)CCCC4)c1=O	6	110	0	12	-6	26	-3	1.6	-1
COc1ccc2nc(N3C(=O)CNC3=S)sc2c1	-4	106	4	7	9	-1	-13	2.1	4
CN(C)C(=O)c1cc2cc([N+](=O)[O-])ccc2s1	1	84	-2	-10	-1	7	-8	-7.7	-3
N#Cc1c(-c2cccs2)nc(SCC(=O)c2cccs2)[nH]c1=O	-1	104	40*	6	9	25	-6	0.7	2
CCOC(=O)Cn1c(=O)n(Cc2ccc(OC)cc2)c(=O)c2cccnc21	4	98	2	5	8	-6	11	-0.4	-1
CCOc1ccc(NS(=O)(=O)CC23CCC(CC2=O)C3(C)C)cc1 (stereo not drawn)	-4	103	-1	-6	3	0	8	-0.8	-1
Cc1cc(C)c2c(n1)SCC(=O)N2CC(=O)NCCC1=CCCCC1	-4	91	-1	32	10	5	-9	2.3	-1
NC(=O)CSc1nnc(-c2ccc([N+](=O)[O-])cc2)o1	-4	115	-2	17	-6	0	-1	-2.5	4
CCN(CC)c1ccc(/C=N/NC(=O)C(O)(c2ccccc2)c2ccccc2)o1	-4	99	4	-2	8	36	10	-0.2	5
COc1ccccc1CNC(=O)c1ccccc1N(C)S(C)(=O)=O	-3	101	-2	4	-6	2	1	0.4	-2
COc1ccc(CNC(=O)c2ccc[nH]2)cc1Cl	-1	115	-2	-19	-10	-1	-2	0.9	2
NC(=O)C(c1ccccc1)c1ncc(C(F)(F)F)cc1Cl (stereo not drawn)	-2	87	0	1	6	-5	24	-1.2	-1
Cn1c(=O)c2cc(S(=O)(=O)NCCC(=O)Nc3ccc(Cl)cc3)ccc2n(C)c1=O	0	102	-2	4	-13	-3	-7	1.9	-2
C=CCn1c(SCCN2CCCC2)nc2c([nH]c3ccccc32)c1=O	5	108	3	-16	-13	4	6	3.5	1
NS(=O)(=O)c1ccc(CNC(=O)c2cc(-c3cccs3)nc3ccccc23)cc1	-5	103	1	0	-1	9	-10	3.4	3
O=C(COC(=O)c1sc2cc(F)ccc2c1Cl)Nc1ncc(Cl)cc1Cl	-1	119	2	-13	-9	6	6	3.4	-1
O=C([C@@H]1CCCN1C(=O)c1cccs1)N1CCN(S(=O)(=O)c2ccccc2F)CC1	-2	104	.	-3	3	.	.	1.9	.
O=C(CN1CCN(c2cccc(C(F)(F)F)c2)CC1)NCc1ccccc1	-1	108	-1	-15	0	0	8	1.2	3
Cc1cccc(Cn2c(-c3ccc[nH]c3=O)nc3ccccc32)c1	-2	98	2	-10	-2	1	0	-2.5	3
CC(C)CSc1nnc2[nH]c(=O)cc(N)n12	-3	91	-1	2	4	-3	5	1.6	0
Cc1cccc(Nc2nc(NCCO)nc(N3CCCC3)n2)c1	-1	105	3	1	-8	5	7	1.1	-1
Cc1cccc(C)c1NC(=S)N1CCCN(C)CC1	-4	99	0	-6	4	0	-3	-1.9	-5

Ordered by formula weight (ascending): part of the list above
SMILES	PP1 counter	CR mimetic SO	TPT1 inh	JMJD2C inh	ZTA DNA inh	HCV core dimer	EBNA-1 inhibitor	PP5 primary	Fh CTSL1 inh
CCOC(=O)Cn1c(=O)n(Cc2ccc(OC)cc2)c(=O)c2cccnc21	4	98	2	5	8	-6	11	-0.4	-1
O=C(CN1CCN(c2cccc(C(F)(F)F)c2)CC1)NCc1ccccc1	-1	108	-1	-15	0	0	8	1.2	3
COc1ccc(NC(=O)CN(C)CC(=O)Nc2ccc(N3CCOCC3)cc2)c([N+](=O)[O-])c1	-2	98	0	2	3	5	-1	-3.7	-4

More results.
SMILES	PP1 counter	CR mimetic SO	TPT1 inh	JMJD2C inh	ZTA DNA inh	HCV core dimer	EBNA-1 inhibitor	PP5 primary	Fh CTSL1 inh
O=C(NCc1ccc(Cl)cc1)C1CCN(C(=O)Cc2ccccc2)CC1	-2	97	-1	-1	-16	-1	6	1.0	2
CCN(CC(=O)Nc1c(F)cccc1F)C(=O)c1cc(C)oc1C	-2	104	0	4	-11	-2	2	0.6	3
NS(=O)(=O)c1ccc(NC(=S)NCc2cccs2)cc1	-2	97	-2	-3	-12	0	-16	1.8	-3
c1ccc(CCc2nc(-c3ccccn3)no2)cc1	-4	89	0	-5	-2	0	-6	2.1	-2
Cc1cccc(NC(=O)c2ccc3nccnc3c2)c1C	3	91	-2	11	-9	2	-12	0.7	1
COC(=O)CCC(=O)Nc1ccccc1C(N)=O	2	90	0	-1	-15	0	0	2.2	-1
N#CC1=C2SCN(Cc3ccco3)CN2C(=O)CC1c1ccc(Cl)cc1 (stereo not drawn)	1	102	4	15	2	-2	4	3.6	-1
Cc1ccc(Cn2cc(SCC(=O)Nc3nccs3)c3ccccc32)cc1	11	79	0	6	1	-57	3	1.1	3
O=C(NC1CCCCC1)c1ccc2c(=O)n(CC3CCCO3)c(=O)[nH]c2c1 (stereo not drawn)	2	107	-1	15	8	0	-17	1.6	-4
CCN1C(=O)C(=O)N(CC(=O)Nc2ccccc2Oc2ccccc2)C1=O	-1	84	2	.	-7	1	5	-0.8	2
O=C(c1cccc(F)c1)N1CCN(C(=O)c2cc3nc(-c4ccco4)cc(C(F)(F)F)n3n2)CC1	-1	103	0	1	-8	10	3	-1.2	2
COc1ccc(C2/C(=C(/O)c3ccccc3)C(=O)C(=O)N2CCCN2CCOCC2)cc1 (stereo not drawn)	-2	99	3	-198	9	12	-5	0.7	3

Screening results as filed in PubChem BioAssay.
